APE1 inh: inhibitors of human APE1 endonuclease; P27695; recombinant APE1, TAMRA/BHQ-2 abasic DNA cleavage fluorescence; Potency, µM (doses to about 65.8 µM), inactives show at the top dose activity change, negative = inhibition, actives largely listed as inhibitors; 350,000 tested, 0.35% active;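 note: plate controls were vehicle for no effect and reference inhibitor for full effect; nearly all actives have a fitted effect of over 55% in size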
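Activity was derived from the fluorescence gain between first and third kinetic reads (60 s intervals, ex 525/em 598 nm) after 50 nM THF-abasic TAMRA/BHQ-2 duplex was added to 0.75 nM APE1 preincubated 15 min with compound.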
POLH inh: blocks human DNA polymerase eta activity | Q9Y253 | recombinant Pol eta, fluorescent DNA replication assay | Potency, µM (top dose mostly 114 µM), inactives show at the top dose activity change, negative = inhibition, most hits filed as inhibitors | 390,000 tested, 1.2% active; note: % is set by controls: 0 for no effect and ±100 for the full control effect
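Pol eta (10 nM) was preincubated with compounds for 15 min at room temperature, after which fluorescent replication substrate (50 nM final) was added to start the reaction. Fluorescence was read kinetically at 0 and 10 min.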
BLM inh: Bloom syndrome helicase (human) inhibition. P54132. recombinant BLM DNA unwinding, fluorescence dequenching. Potency, µM (titrated, usually from 56.1 µM), for inactives: at the highest dose activity change, negative = inhibition, most hits filed as inhibitors. 350,000 tested, 0.2% active. AID 2528;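 note: plate controls were vehicle for no effect and no enzyme for full effect; nearly all actives have a fitted effect of over 35% in size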
JMJD2A Tudor: blocks the human JMJD2A Tudor domain; 390,000 tested, 4.4% active; AlphaScreen JMJD2A-Tudor / H3K4me3 peptide binding; O75164; AID 504339; Potency, µM (top dose mostly 114 µM), without a hit: at the highest dose activity change, negative = inhibition, most hits filed as inhibitors; note: % is set by controls: 0 for no effect and ±100 for the full control effect; nearly all actives have a fitted effect of over 50% in size
G9a block: inhibitors of human histone lysine methyltransferase G9a | Q96KQ7 | G9a H3K9 monomethylation, AlphaScreen, 2 h | Potency, µM (series often up to 102 µM), without a hit: top-dose activity, negative = inhibition, actives largely listed as inhibitors | 350,000 tested, 8.8% active | AID 504332; note: % is set by controls: 0 for no effect and ±100 for the full control effect; nearly all actives have a fitted effect of over 75% in size
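Chemiluminescent proximity detection of H3K9 monomethylation, read after 10 min bead incubation in the dark. Reaction: 20 nM G9a, 500 nM biotin-H3K9 peptide, 20 uM SAM cofactor, 2 h, room temperature, following 15 min enzyme-compound preincubation.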
Pol kappa inh: inhibitors of human DNA polymerase kappa; Q9UBT6; purified Pol kappa, fluorescent DNA synthesis assay, 10 min; Potency, µM (series often up to 107 µM), inactives show at the highest dose activity, negative = inhibition, usual class: inhibitors; 400,000 tested, 0.53% active; AID 588579; note: % is set by controls: 0 for no effect and ±100 for the full control effect
Target sequence (Q9UBT6 whole entry, looked up): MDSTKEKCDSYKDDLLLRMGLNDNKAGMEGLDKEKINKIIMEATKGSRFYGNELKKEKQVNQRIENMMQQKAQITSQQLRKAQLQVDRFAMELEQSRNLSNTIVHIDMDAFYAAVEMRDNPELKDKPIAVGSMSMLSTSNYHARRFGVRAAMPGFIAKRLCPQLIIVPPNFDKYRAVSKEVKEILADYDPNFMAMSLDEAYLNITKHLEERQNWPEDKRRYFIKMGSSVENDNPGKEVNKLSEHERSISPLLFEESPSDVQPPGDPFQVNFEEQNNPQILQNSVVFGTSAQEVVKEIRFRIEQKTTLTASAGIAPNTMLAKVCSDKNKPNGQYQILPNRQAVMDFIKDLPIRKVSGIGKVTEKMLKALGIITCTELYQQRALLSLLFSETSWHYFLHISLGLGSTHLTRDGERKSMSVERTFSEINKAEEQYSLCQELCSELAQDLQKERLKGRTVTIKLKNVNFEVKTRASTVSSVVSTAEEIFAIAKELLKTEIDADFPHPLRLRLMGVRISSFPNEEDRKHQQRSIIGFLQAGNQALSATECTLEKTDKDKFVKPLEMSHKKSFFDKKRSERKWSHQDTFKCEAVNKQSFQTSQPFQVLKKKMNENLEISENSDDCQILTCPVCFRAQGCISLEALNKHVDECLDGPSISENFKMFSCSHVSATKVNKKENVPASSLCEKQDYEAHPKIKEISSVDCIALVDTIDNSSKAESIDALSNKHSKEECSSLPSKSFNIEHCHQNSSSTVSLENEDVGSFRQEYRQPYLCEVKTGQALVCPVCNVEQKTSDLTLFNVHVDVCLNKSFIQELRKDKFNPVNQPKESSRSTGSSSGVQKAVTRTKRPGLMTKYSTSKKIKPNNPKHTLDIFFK
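Readout: fluorescence, taken kinetically at 0 and 10 min. Conditions: 10 nM Pol kappa, 15 min RT compound preincubation, 50 nM substrate final. Controls: enzyme-free buffer wells.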
POLI inh: inhibitors of human DNA polymerase iota. Q9UNA4. Pol iota fluorescent replication assay, 10 min. Potency, µM (highest dose often 115 µM), without a hit: top-dose activity, negative = inhibition, most hits filed as inhibitors. 390,000 tested, 1% active
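Pol iota at 10 nM preincubated 15 min with compounds at room temperature; reaction started with fluorescent substrate, 50 nM final. Fluorescence read kinetically at 0 and 10 min; buffer-only wells as negative control.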
Pol beta inh: blocks human DNA polymerase beta activity. P06746. Pol beta primer extension/strand displacement, fluorescence kinetic. Potency, µM (top dose mostly 114 µM), without a hit: at the top dose activity change, negative = inhibition, hits mostly inhibitors. 340,000 tested, 1.3% active; note: % is set by controls: 0 for no effect and ±100 for the full control effect
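Reaction started by 50 nM substrate onto compound-treated Pol beta (10 nM, 15 min preincubation, room temperature); plates read at 0 min and 10 min. Normalized concentration-effect data fitted by four-parameter Hill equation.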
BAZ2B inh: inhibitors of human BAZ2B bromodomain; 360,000 tested, 4.4% active; AlphaScreen BAZ2B-H3K14Ac peptide displacement; Q9UIF8; AID 504333; Potency, µM (doses to about 114 µM), for inactives: at the top dose activity change, negative = inhibition, most hits filed as inhibitors; note: % is set by controls: 0 for no effect and ±100 for the full control effect; nearly all actives have a fitted effect of over 60% in size
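Complex of BAZ2B and biotin-H3K14Ac (50 nM apiece) forms over 30 min at RT, then faces library compounds up to 110 uM for another 30 min; AlphaScreen beads added, 20 min dark incubation, luminescence read.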
* marks the source's active call; other numbers are inactive results; i = inactive; ? = inconclusive; . = not tested or not shown; & = joins results of further samples; [ ] = dose if it differs, or a comment. Calls come from the whole dose curve; as a rule, active = well fitted curve in the direction sought with a large enough effect; inconclusive = small, poorly fitted or top-dose-only effect, or another doubt; inactive = no such curve, though single readings can be large; an effect the other way counts as inactive or inconclusive. Potency is the fitted concentration of half-maximal effect. Only part of the results is shown, so the mix of outcomes need not match the whole.

compound | APE1 inh | POLH inh | BLM inh | JMJD2A Tudor | G9a block | Pol kappa inh | POLI inh | Pol beta inh | BAZ2B inh
CC(=O)Oc1cc(OC(C)=O)c2c(=O)c(-c3ccc4c(c3)OCCCO4)c(C)oc2c1 | -4% | -8% | -7% | -6% | -20% | 10% | -5% | 2% | -8%
CSc1ncccc1C(=O)Nc1nc2ccc(S(C)(=O)=O)cc2s1 | -6% | -7% | -1% | -10% | -4% | 15% | 36%[activator] | 16% | 6%
C/C(=N\NC(=O)c1nnn(-c2nonc2N)c1CN(C)c1ccccc1)c1ccccc1O | -2% | -20% | -10% | 14µM* | 21% | -9% | 67%[activator] | -2% | 2.2µM*
CC(C)(C)OC(=O)N1CCC(c2c(C(=O)N3CCN(C4CCCCC4)CC3)cnn2-c2ccccc2)CC1 | 44%[activator] | -9% | 0% | -6% | -3% | 5% | 20% | 1% | -16%
CCOC(=O)c1[nH]c(C)c(C(=O)NCc2ccc(Cl)cc2)c1C | 2% | -1% | 0% | -3% | -22%[12.7 µM] | -2% | -15%[58.9 µM] | 20% | -1%
Cc1cccc(CS(=O)(=O)c2ncc(Cl)c(C(=O)Nc3nnc(C(C)C)s3)n2)c1 | -11% | -6%&-15% | -3%&-2% | ? | ? | 11%&-19% | ? | 9%&0% | ?
O=C(Cn1ncc2c1-c1ccccc1OC2)Nc1ccc(S(=O)(=O)N2CCCCC2)cc1 | -6% | -17% | -7% | -30% | ? | -32% | ? | ? | -26%
O=C(Cn1cnc2c(cnn2-c2ccc(F)cc2)c1=O)NCCc1ccccc1 | 1% | -22% | 2% | -7% | 2%[59 µM] | -9% | ? | 4% | -5%
Cc1ccnc(NC(=O)c2ccccc2[N+](=O)[O-])c1 | -5% | -2% | -2% | -17% | 10µM* | -7% | -13% | 21% | 10%
O=C1CC(c2ccco2)Cc2nc(N3CCN(Cc4ccc5c(c4)OCO5)CC3)ncc21 (stereo not given) | -5% | ? | -14% | -34% | ? | -8% | -6% | -27% | -11%
CCC(C)n1c(-c2cccs2)nc2nc3ccccc3nc21 (stereo not given) | -1% | -8% | 4% | 42%[activator] | 16%[2.33 µM] | -11% | -4% | 1% | 37%
C=CCn1c(O)c(N=NC(=O)c2cccnc2)c2cc(Br)ccc21 | 4% | -10% | -6% | -15% | . | -1% | 73%[activator] | -7% | -26%
Cc1cc(/C=C2\C(=N)N3N=C(c4ccco4)SC3=NC2=O)c(C)n1Cc1ccccc1 | -5% | 22µM* | -24% | 45µM* | 28µM* | 50µM* | 20µM* | 10µM* | ?
CN(C)c1ccc(S(=O)(=O)NCC(=O)N2CCN(S(=O)(=O)c3cccc(F)c3)CC2)cc1[N+](=O)[O-] | . | -10% | . | -34% | . | -2% | 22% | . | .
Cn1cc(S(=O)(=O)Cc2ccc(F)cc2)c2ccccc21 | 15% | -6% | 2% | -6% | . | -15% | 3% | -3% | 30%[activator]

Overlap with the part before: two compounds, then new ones.
compound | APE1 inh | POLH inh | BLM inh | JMJD2A Tudor | G9a block | Pol kappa inh | POLI inh | Pol beta inh | BAZ2B inh
CN(C)c1ccc(S(=O)(=O)NCC(=O)N2CCN(S(=O)(=O)c3cccc(F)c3)CC2)cc1[N+](=O)[O-] | . | -10% | . | -34% | . | -2% | 22% | . | .
Cn1cc(S(=O)(=O)Cc2ccc(F)cc2)c2ccccc21 | 15% | -6% | 2% | -6% | . | -15% | 3% | -3% | 30%[activator]
Cc1ccc(C(=O)Nc2cccc(S(=O)(=O)N3CCCCC3)c2)cc1[N+](=O)[O-] | -25% | -21% | . | -22% | ? | -1% | 4% | . | -5%
O=Cc1cn(-c2ccccc2)nc1-c1cc2c(ccc3ccccc32)oc1=O | 2% | ? | -2% | 12% | 19% | 3% | 4% | 3% | 8%
COc1ccc(CCNC(=O)CSc2nnc3ccc(-c4ccncc4)nn23)cc1 | -2% | 7% | -2% | -12%[11.4 µM] | 1% | -13% | 6% | -9% | -25%
COc1ccc(/C=C/c2nc(C#N)c(NCc3ccc(C)cc3)o2)cc1OC | . | -14% | -8% | -32% | -1%[59 µM] | -11% | 12% | 20% | -11%
COc1ccc(S(=O)(=O)Nc2cccc3c2O[C@H](CN(C)C(=O)NC2CCCCC2)[C@@H](C)CN([C@H](C)CO)C3=O)cc1 | 2% | -2% | . | -14% | . | -3% | -22% | . | .
CN1CC(=O)N(C)c2ncn(Cc3ccccc3)c2C1=O | -1% | -16% | -3% | -2% | -16%[59 µM] | -9% | 20% | 1% | -2%
COc1cc(C(=O)NCCc2ccc3c(c2)OCCO3)ccc1OCC(=O)N1CCOCC1 | -3% | -10% | -1% | -22% | -7%[59 µM] | -10% | i | 27% | -34%
O=C(COc1ccccc1)Nc1ccc(S(=O)(=O)N2CCOCC2)cc1 | 0% | -8% | 1% | -6% | 34%[59 µM] | -4% | 8% | 69% | 1%
O=C(Cc1ccc(F)cc1)N(c1ccccc1)C1C=CS(=O)(=O)C1 (stereo not given) | -3% | -13% | -2% | 2% | -6%[59 µM] | 0% | 47%[activator] | 35% | 15%
CN(C(=O)CSc1nc2ccc(NC(=O)COc3ccccc3Cl)cc2s1)c1ccccc1 | . | -15% | -7% | -3% | -21%[59 µM] | -1% | 22% | -4% | 0%
Cc1ccc(CN(C(=O)COc2ccc(Br)cc2)C2CCS(=O)(=O)C2)o1 (stereo not given) | 17% | -7% | -3% | 25µM* | -8% | 14% | 33%[activator] | 0% | ?
COc1ccc(S(=O)(=O)N2CCN(C)CC2)cc1C | 1% | -15% | 4% | -1% | -6% | 5% | -3% | -1% | -5%
C=CCOn1c(C)c(C(C)=O)c2c3nonc3ccc21 | 4% | ? | -2% | -6% | 13%[59 µM] | -18% | -3% | ? | 12%
COc1ccc(NC(=O)c2ccc(NC3CC(=O)N(c4ccc(C)cc4C)C3=O)cc2)cc1 (stereo not given) | -10% | -7% | -7% | -13% | 9%[59 µM] | -17% | 35%[activator] | -2% | -1%
C=CCn1c(=S)[nH]c2scc(-c3ccc(C)o3)c2c1=O | -2% | 1% | -4% | ? | 50µM* | -12% | 52%[activator] | -1% | -1%
OC(CN1CCN(C(c2ccccc2)c2ccccc2)CC1)c1ccc(Br)cc1 (stereo not given) | -3% | -14% | -6% | -10% | 4% | 7% | -3% | 5% | -30%
CC#CCN1c2ccccc2[C@]23C[C@@H](C(=O)OC)N(C(=O)c4ccco4)C2=NC(C(=O)OC)=C(C(=O)OC)[C@H]13 | -2%[12.4 µM] | -14% | 3%[12.4 µM] | -35% | 2%[59 µM] | -19% | ? | 16% | -23%
O=C(Nc1ccc2oc(-c3cccnc3)nc2c1)c1ccc(-c2ccccc2OC(F)(F)F)o1 | . | -10% | 1% | -11% | -3%[59 µM] | 2% | 69%[activator] | 14% | 1%
CCS(=O)(=O)C(=C1NCCO1)S(=O)(=O)CC | 3% | -4% | 0% | 1% | 3% | 0% | 19% | 9% | -1%
CN(C(=O)Cn1nnc(-c2ccccc2)n1)C1CCS(=O)(=O)C1 (stereo not given) | 12% | 0% | . | -16% | 7% | 1% | 38%[activator] | . | -4%
CC(C(=O)NC(=O)NCc1ccccc1)N1C(=O)c2ccccc2C1=O (stereo not given) | -1% | -15% | -1% | -13% | -29%[59 µM] | -4% | 13% | -24% | -5%
COC(=O)c1cc(=O)n(CCc2ccccc2F)c(=Nc2ccc(F)c(Cl)c2)s1 | -4% | -26% | -9% | ? | 40µM* | -4% | 14% | 1% | ?
CC(=O)N1CCc2c(sc(NC(=O)C3CCCCC3)c2C(N)=O)C1 | -12% | -19% | -4% | -9% | ? | -5% | 31%[activator] | 36% | 5%
CCn1c(=O)c2sccc2n2c(CCC(=O)Nc3ccc(OC)cc3OC)nnc12 | . | -10% | -5% | 3% | -1%[59 µM] | 1% | 11% | -10% | 0%
C#CCOCCOCCOCCNc1nc(N2CCN(C(=O)CCCCCCCCCCNC(=O)[C@H]([C@@H](C)CC)n3cc(CCCCCN)nn3)CC2)nc(N2CCN(C(=O)CCCCCCCCCCNC(=O)[C@H](CCCCN)n3cc(CCCC(=O)O)nn3)CC2)n1 | 59%[activator] | -27% | . | ? | 3%[2.33 µM] | 17% | 7% | . | ?
Cc1ccc(NC(=O)C2CCCN(C(=O)c3cnn(-c4ccc(F)cc4)c3-n3cccc3)C2)c(Cl)c1 (stereo not given) | . | -18% | -5% | -12% | -1%[59 µM] | -3% | 29% | -4% | -13%
COc1ccc(N2CCN(CCCNS(=O)(=O)c3c(C)noc3/C=C/N(C)C)CC2)cc1 | -3% | . | -2% | . | ? | . | . | 11% | 35µM*
CCOC(=O)NC(=O)CSc1ccc(S(=O)(=O)N2CCCCC2)cn1 | 9% | -9% | . | -8% | . | 5% | 31%[activator] | . | .

By substructure: those above with a furan ring, fused or not (six)
compound | APE1 inh | POLH inh | BLM inh | JMJD2A Tudor | G9a block | Pol kappa inh | POLI inh | Pol beta inh | BAZ2B inh
O=C1CC(c2ccco2)Cc2nc(N3CCN(Cc4ccc5c(c4)OCO5)CC3)ncc21 (stereo not given) | -5% | ? | -14% | -34% | ? | -8% | -6% | -27% | -11%
Cc1cc(/C=C2\C(=N)N3N=C(c4ccco4)SC3=NC2=O)c(C)n1Cc1ccccc1 | -5% | 22µM* | -24% | 45µM* | 28µM* | 50µM* | 20µM* | 10µM* | ?
Cc1ccc(CN(C(=O)COc2ccc(Br)cc2)C2CCS(=O)(=O)C2)o1 (stereo not given) | 17% | -7% | -3% | 25µM* | -8% | 14% | 33%[activator] | 0% | ?
C=CCn1c(=S)[nH]c2scc(-c3ccc(C)o3)c2c1=O | -2% | 1% | -4% | ? | 50µM* | -12% | 52%[activator] | -1% | -1%
CC#CCN1c2ccccc2[C@]23C[C@@H](C(=O)OC)N(C(=O)c4ccco4)C2=NC(C(=O)OC)=C(C(=O)OC)[C@H]13 | -2%[12.4 µM] | -14% | 3%[12.4 µM] | -35% | 2%[59 µM] | -19% | ? | 16% | -23%
O=C(Nc1ccc2oc(-c3cccnc3)nc2c1)c1ccc(-c2ccccc2OC(F)(F)F)o1 | . | -10% | 1% | -11% | -3%[59 µM] | 2% | 69%[activator] | 14% | 1%

Source: PubChem (National Center for Advancing Translational Sciences (NCATS))
